# PTAP TSG101 blk – blocks PTAP/TSG101 interaction to inhibit HIV-1 budding; Q99816; Fluorescence polarization, FITC-PTAP peptide / Tsg101 binding; Potency, µM (titrated, usually from 115 µM), for the others: at the highest dose activity change, negative = inhibition, actives largely listed as inhibitors; 340,000 tested, under 10 active; AID 493005; active means well fitted inhibition curve with a large enough effect in the main read-out, with a control signal flat, not every such curve was filed as active; inconclusive means small, poorly fitted or top-dose-only effect, or effect the other way, or a change in a side signal; inactive means no such curve, though single readings can be large or run the other way; further: potency means the concentration at half of the fitted maximal effect; % of control where 0% means no effect
#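 Compounds were pin-transferred onto Tsg101 binding domain (10 uM final) in HEPES pH 7.5 buffer, then FITC-PTAP peptide was added at 50 nM final. After 20 min at RT, polarization reported peptide displacement across a qHTS concentration series.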
# B2AR arrestin – beta2AR (human) beta-arrestin recruitment activity | P07550 | Potency, µM (top dose mostly 46.1 µM), for the others: at the top dose activation, actives largely listed as activators | actives 0.02% (n = 330,000) | beta-arrestin recruitment to beta2AR, cell-based reporter;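 further: potency means the concentration at half of the fitted maximal effect; 0% = DMSO controls and full agonism = EC100 isoproterenol or metaproterenol; nearly all actives have a fitted effect of over 65% in size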
# Target sequence (P07550 whole entry, looked up): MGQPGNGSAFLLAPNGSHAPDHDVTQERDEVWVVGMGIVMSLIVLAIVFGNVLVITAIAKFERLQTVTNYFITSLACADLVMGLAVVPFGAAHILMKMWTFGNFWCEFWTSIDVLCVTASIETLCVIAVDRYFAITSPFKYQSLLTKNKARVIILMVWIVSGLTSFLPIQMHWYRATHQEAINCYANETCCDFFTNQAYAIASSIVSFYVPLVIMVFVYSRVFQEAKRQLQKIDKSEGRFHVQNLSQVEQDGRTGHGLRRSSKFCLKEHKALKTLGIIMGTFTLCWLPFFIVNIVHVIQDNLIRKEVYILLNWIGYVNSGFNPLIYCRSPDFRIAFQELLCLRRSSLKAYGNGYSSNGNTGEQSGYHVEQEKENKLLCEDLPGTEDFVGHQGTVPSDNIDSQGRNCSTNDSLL
# S-ASM inh – human S-ASM enzyme inhibition. P17405. AID 504937. actives 0.006% (n = 340,000). placental ASM, HMU-PC fluorogenic substrate, 60 min. Potency, µM (doses to about 57.5 µM), for inactives: top-dose activity change, negative = inhibition, hits mostly inhibitors; further: potency means the concentration at half of the fitted maximal effect
# Target sequence (P17405 47-631 limits assumed): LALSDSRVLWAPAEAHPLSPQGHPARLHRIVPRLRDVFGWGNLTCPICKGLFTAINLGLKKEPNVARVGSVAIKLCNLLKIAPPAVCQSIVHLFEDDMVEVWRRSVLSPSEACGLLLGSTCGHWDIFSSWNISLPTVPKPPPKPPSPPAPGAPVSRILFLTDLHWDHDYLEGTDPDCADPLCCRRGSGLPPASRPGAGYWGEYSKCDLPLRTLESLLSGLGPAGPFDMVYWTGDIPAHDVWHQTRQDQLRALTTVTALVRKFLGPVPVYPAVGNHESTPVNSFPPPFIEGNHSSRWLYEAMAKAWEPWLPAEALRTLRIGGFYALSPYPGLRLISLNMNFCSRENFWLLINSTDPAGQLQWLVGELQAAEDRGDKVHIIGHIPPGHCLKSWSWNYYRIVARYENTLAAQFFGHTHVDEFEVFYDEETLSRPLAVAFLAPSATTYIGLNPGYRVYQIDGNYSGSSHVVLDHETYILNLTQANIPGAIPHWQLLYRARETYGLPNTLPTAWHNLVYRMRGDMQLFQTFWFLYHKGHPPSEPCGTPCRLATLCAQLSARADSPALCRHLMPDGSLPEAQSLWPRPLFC
#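 Fluorogenic HMU-PC substrate (9 uM final) is turned over by placental ASM in 60 min at 37 C after a 10 min compound preincubation. Reaction ended by alkaline stop (pH 10), with fluorescence read at 386/447 nm.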
# GALK inh – galactokinase (human) inhibition. P51570. Purified GALK, Kinase-Glo residual ATP luminescence. Potency, µM (titrated, usually from 57.5 µM), for inactives: at the top dose activity change, negative = inhibition, usual class: inhibitors. actives 0.007% (n = 270,000). AID 1868; further: potency means the concentration at half of the fitted maximal effect; on the % scale 0 is the no-effect control and ±100 the full control effect
#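 Galactose (100 uM) and ATP (35 uM) were turned over by 5 nM GALK for 1 h at RT. Kinase-Glo Plus then converted the remaining ATP into a luminescent signal.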
# BCR signal inh – chronic active BCR signaling inhibition; ABC-DLBCL IkBa-CBG/CBR reporter, luminescence ratio, 4 h; Potency, µM (titrated, usually from 46.1 µM), for inactives: top-dose ratio change, negative = lower green/red ratio, usual class: inhibitors; AID 493014; actives 0.05% (n = 340,000); active means well fitted inhibition curve with a large enough effect in the signal ratio, with a control signal flat, not every such curve was filed as active; inconclusive means small, poorly fitted or top-dose-only effect, or effect the other way, or a change in a side signal; the % refers to the signal ratio;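 further: potency means the concentration at half of the fitted maximal effect; plate controls were basal doxycycline-induced cells for no effect and cells given 10 µM MG132 for full effect; MG132 reads +100%, hits lower the ratio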
#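 Cell line TMD8 (human ABC DLBCL), stably expressing tet-inducible CBG68-IkBa fusion and CBR; IMDM/0.5% FBS; cpd up to 46 uM; dox induction, 4 h, 37C/5% CO2; dual luminescence; green/red ratio; MG132 control.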
# Menin-MLL TR inh – inhibitors of human menin-MLL interaction, mutant MLL peptide. Menin + Texas Red MLL mutant peptide, fluorescence polarization. Potency, µM (highest dose often 61.6 µM), without a hit: at the highest dose FP activity change, negative = inhibition, actives largely listed as inhibitors. actives 0.23% (n = 270,000). AID 1768; active means well fitted inhibition curve with a large enough effect in the polarisation, with a control signal flat, not every such curve was filed as active; inconclusive means small, poorly fitted or top-dose-only effect, or effect the other way, or a change in a side signal; inactive means no such curve, though single readings can be large or run the other way; the % refers to the polarisation; further: potency means the concentration at half of the fitted maximal effect; % of control where 0% means no effect; many of its hits are not listed in these tables
# PKM2 activator – activators of human pyruvate kinase M2. P14618. purified PKM2, Kinase-Glo ATP luminescence, activation; response scale: 0% is enzyme alone, no compound. Potency, µM (series often up to 57.5 µM), without a hit: top-dose activation, actives largely listed as activators. actives 0.34% (n = 260,000). AID 1631; further: potency means the concentration at half of the fitted maximal effect; on the % scale 0 is the no-effect control and ±100 the full control effect; nearly all actives have a fitted effect of over 55% in size
#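 Kinase-Glo luminescence reports ATP generated from ADP (0.1 mM) and PEP (0.5 mM) by purified hPK-M2 after 1 h at room temperature, pH 7.2 imidazole buffer; intermediate enzyme activity allows detecting inhibitors and activators.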
# Tb PFK inh – T. brucei PFK enzyme inhibition; AID 485367; T. brucei PFK, ADP-Glo luminescence; actives 0.17% (n = 330,000); Potency, µM (titrated, usually from 57.5 µM), without a hit: at the highest dose activity, negative = inhibition, usual class: inhibitors; O15648;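 further: potency means the concentration at half of the fitted maximal effect; 0% = uninhibited 1x PFK enzyme wells and -100% = no-enzyme wells; nearly all actives have a fitted effect of over 60% in size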
#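 In TEA buffer at pH 8.0 with 5 mM MgCl2, enzyme (1.25 nM) converted F6P (0.5 mM) and ATP (0.1 mM) for 45 min at room temperature. ADP product was read by luciferase luminescence.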
# Giardia killer – Giardia lamblia killing. activity change, % at 7.66 µM, hits read low. AID 540267. actives 0.15% (n = 340,000). Giardia lamblia trophozoite viability; in the data active means activity change below about -80%; inconclusive means between about -30% and that limit;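 further: parasites exposed to compound for two days anaerobically before the ATP read; on the % scale 0 is the no-effect control and ±100 the full control effect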
#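 Anaerobic 48 hrs incubation at 37 deg C of 100 trophozoites/well with test compounds; ATPLite 1-Step luminescence, 15-30 min RT, reports cellular ATP as viability.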
# a7 integrin act – activates integrin-mediated alleviation for muscular dystrophy | actives 0.064% (n = 350,000) | Potency, µM (titrated, usually from 38.3 µM), for the others: at the top dose activation, usual class: activators | alpha7betagal myoblasts, beta-gal FDG fluorescence, 48 h | AID 624291;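 further: potency means the concentration at half of the fitted maximal effect; 100% = response of the positive control SU9516; nearly all actives have a fitted effect of over 60% in size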
#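 alpha7betagal+/- myoblasts (passage 13, 250/well) treated 48 h at 37C with compounds at 1:260 dilution of DMSO stock. Lysed, then beta-galactosidase activity read as FDG fluorescence (ex 480/em 540) after 30 min, with pre-read for autofluorescence.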
# FBPA coupling cs – coupling enzyme interference in Giardia aldolase counter-screen | coupling enzyme system counterscreen, AmpLite Red fluorescence | AID 2472 | actives 0.67% (n = 290,000) | activity change, negative = inhibition, % at 58.2 µM, hits read low; in the data active means activity change below about -30%; further: on the % scale 0 is the no-effect control and ±100 the full control effect
#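 Counterscreen of the coupled detection system alone, without aldolase: glyceraldehyde-3-phosphate coupling enzymes plus AmpLite Red readout. Compounds at 57.5 uM final, 10 min RT preincubation, 20 min RT reaction, fluorescence 525/598 nm.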
# Numbers without * were called inactive; ? = inconclusive; / = no result given; [ ] = remark or other dose. Unless noted, the call rests on the fitted dose curve; in most records, active means well fitted curve in the direction sought with a large enough effect; inconclusive means small, poorly fitted or top-dose-only effect, or another doubt; inactive means no such curve, though single readings can be large; an effect the other way counts as inactive or inconclusive. A portion of the library; rates above refer to the full screens.
SMILES,PTAP TSG101 blk,B2AR arrestin,S-ASM inh,GALK inh,BCR signal inh,Menin-MLL TR inh,PKM2 activator,Tb PFK inh,Giardia killer,a7 integrin act,FBPA coupling cs
C=CCOc1ccc(/C=C2\SC(=S)N(NS(=O)(=O)c3ccccc3)C2=O)cc1,2%,-0.6%,-4%[11.5 µM],3%,9%,73%[activator],/,4%,17,-3%,9
Cc1cc(NC(=O)CCC(=O)N(CC(=O)NC2CCCC2)c2ccc(C)c(F)c2)no1,-5%,-0.6%,1%,1%,0%,-1%,0%,1%,13,?,1
CCCn1c(SCC(=O)Nc2cc(S(=O)(=O)N(C)C)ccc2OC)n[nH]c1=O,-1%,0.2%,3%,-2%,2%,1%,-3%,-1%,-9,-28%,2
C[N+](C)(C)CC=O,0%,0.0%,-6%,/,-13%,0%,/,-2%,7,/,/
Cn1cccc1Cc1nnc(SCC(=O)NCc2ccc(F)cc2)n1-c1ccc(F)cc1,-2%,-0.1%,2%,0%,6%,-10%,0%,-9%,-11,0%,0
O=C(COc1ccc(S(=O)(=O)NC2CCCC2)cc1)NCC1CCCO1 (stereo unspecified),-1%,-0.5%,1%,-1%,-1%,19%,-11%,-1%,2,8%,0
CCN(CC)CCCNC(=O)CC1Oc2ccc(C)cc2NC1=O (stereo unspecified),1%,0.0%,4%,1%,-15%,-2%,10%,2%,-7,0%,1
CC(C(=O)NCc1ccc2c(c1)OCO2)c1ccc([N+](=O)[O-])cc1 (stereo unspecified),-5%,-1.0%,0%,2%,5%,1%,-2%,-13%,7,-5%,2
Cc1c(C)c2ccc(OCC(=O)Nc3cccnc3)c(C)c2oc1=O,-2%,-0.1%,4%,-4%,1%,-1%,/,0%,-14,2%,-1
CC(C)(C)OC(=O)N[C@@H](Cc1ccccc1)[C@H](O)c1ccco1,-5%,-0.5%,1%,0%,1%,/,4%,20%,-1,-15%,4
Cc1ccc(C(=O)NC(=S)NCc2ccccc2)cc1,-1%,3.6%,-3%,-2%,8%,31%[activator],2%,3%,-24,-7%,0
CCOc1ccccc1C1C(C(=O)Nc2ccccc2OC)=C(C)Nc2nc(CCCO)nn21 (stereo unspecified),0%,-0.1%,0%,2%,?,-5%,1%,1%,-1,17%,0
O=C(Nc1nnc(-c2ccco2)s1)C1CCCCC1,-6%,0.2%,2%,11%,?,1%,1%,2%,10,10%,-2
CC(C)CC(O)C1CCN(C(=O)CCc2nnc(-c3ccccc3)o2)CC1 (stereo unspecified),-7%,0.2%,1%,-1%,2%,-2%,11%,13%,-3,-2%,0
N#Cc1ccccc1COC(=O)c1cccc(S(=O)(=O)N2CCCC2)c1,-3%,-0.5%,0%,/,-5%,/,/,-12%,-7,12%,/
O=C(NCCc1ccc(OC(F)F)cc1)C1CC(=O)N(c2ccc3c(c2)OCCO3)C1 (stereo unspecified),-2%,0.2%,4%,/,-5%,/,/,-1%,17,?,/
Cn1c(N)c(C(=O)COC(=O)COc2ccc3ccccc3c2)c(=O)n(C)c1=O,-3%,-0.2%,-15%,1%,2%,?,1%,6%,-4,-20%,0
O=C(NCc1cccs1)C(=O)NCC1OCCCN1S(=O)(=O)c1cccs1 (stereo unspecified),-1%,-0.2%,2%,1%,?,-2%,4%,4%,-2,?,0
Cc1ccc(OCC(=O)Nc2cccc(S(=O)(=O)N3CCCCC3)c2)c([N+](=O)[O-])n1,-1%,0.3%,-3%,-3%,-4%,31%[activator],1%,5%,3,-24%,0
CCOC(=O)/C=C/C(=O)OCC(=O)Nc1ccc([N+](=O)[O-])cc1,-3%,3.3%,0%,-2%,?,/,?,3%,16,16%,-3
Clc1ccc(-c2ccnc(Oc3ccc4ccccc4c3)n2)cc1,-2%,-0.2%,-4%,-6%,1%,?,1%,-1%,7,18%,3
Fc1ccccc1-c1csc(=Nc2cccnc2)n1CC1CCCO1 (stereo unspecified),0%,-0.6%,-2%,3%,0%,?,9%,1%,7,11%,-9
COc1ccc(S(=O)(=O)N/N=C\c2ccc3c(c2)OCO3)cc1,-2%,-0.4%,-4%,-3%,2%,11%,1%,0%,4,12%,2
COc1cc([N+](=O)[O-])ccc1NC(=O)Nc1ccc(C(=O)N2CCCC2)cc1,0%,-0.7%,-17%,0%,-14%,/,-7%,0%,3,-9%,/
COc1ccc(C(CC(=O)O)NC(=O)COc2ccc(C)cc2)cc1OC (stereo unspecified),0%,-1.3%,2%,/,-1%,-6%,-5%,-5%,0,4%,2
O=C(c1ccc2c(c1)OCO2)N1CCCc2ccccc21,0%,-0.5%,-2%,3%,0%,1%,-5%,-7%,5,14%,1
Cn1c(=O)c2c(=O)cc(NNC(=O)CC#N)[nH]c2n(C)c1=O,-2%,0.2%,3%,5%,3%,8%,0%,1%,0,-21%,1
C=CCN1C(=O)/C(=C/c2ccsc2)SC1=S,-4%,0.2%,-6%,-3%,3%,-5%,4%,1%,6,?,3
Cc1cccc(CSc2nc3sc(C)c(C)c3c(=O)n2Cc2ccco2)c1,-4%,0.0%,3%,-1%,?,/,3%,0%,20,-1%,5
O=C(COc1ccc([N+](=O)[O-])cc1)Nc1ccccc1C(=O)NC1CC1,-7%,-2.0%,1%,/,6%,/,/,-3%,13,31%,/
CCOC(=O)CSc1nnc(Cn2c(=O)sc3ccccc32)n1C,-11%,-0.9%,0%,0%,-3%,0%,-4%,-1%,17,-16%,1
COCCNC(=S)N(CCN(C)C)Cc1cc2cc3c(cc2[nH]c1=O)OCO3,-2%,0.3%,44%[activator],4%,-1%,7%,-3%,4%,8,?,1
CCCCN1C(=N)N([C@@H](C)CN2CCC[C@H]2CN2C(N)=NC[C@H]2C(C)C)C[C@H]1[C@H](C)CC,-1%,-0.2%,-1%,/,4%,/,/,-17%,-7,0%,/
CCOc1ccc(N2CC(C(=O)NCc3ccc4c(c3)OCO4)CC2=O)cc1 (stereo unspecified),2%,-0.1%,0%,8%,-7%,-14%,/,-2%,-9,-10%,4
CC(NC(=O)Nc1ccc2c(c1)OCO2)c1ccncc1 (stereo unspecified),-3%,-0.2%,3%,0%,2%,0%,1%,4%,-12,7%,0
CN(C)S(=O)(=O)c1ccc(NC(=O)N2CCN(c3ccccc3)CC2)cc1,-1%,0.3%,0%,-1%,-1%,28%,-8%,3%,21,17%,-1
Cc1nnc(SCC(=O)Nc2cccc(S(N)(=O)=O)c2)n1-c1ccccc1,3%,-0.5%,3%,-1%,0%,/,/,2%,-18,-53%[inhibitor],1
O=C(NC(=S)/C(=C1\CCCCCN1)[N+](=O)[O-])c1ccccc1,-5%,0.3%,-4%,/,?,/,/,8%,-29,-25%,/
C=CCn1c(N2C(=O)CC(Cc3ccccc3)C2=O)nc2ccccc21 (stereo unspecified),-10%,-0.3%,5%,0%,-2%,-1%,-2%,0%,11,18%,5
Cc1cc(C)n2nc(C(=O)N/N=C/c3cccc(Cl)c3)nc2n1,-6%,-0.6%,-1%,-1%,-2%,/,0%,3%,7,12%,0
Cc1ccc(S(=O)(=O)N2CCN(C(=O)CCC(=O)NC3CCCc4ccccc43)CC2)cc1 (stereo unspecified),-2%,-0.3%,1%,0%,-2%,-5%,11%,3%,-24,10%,1
Cc1ccc(-c2csc3ncn(/N=C/N(C)C)c(=O)c23)o1,-7%,-0.4%,5%,3%,?,18%,14%,0%,7,-22%,-1
COC(=O)c1nn(-c2cccc(C(F)(F)F)c2)c(=O)cc1Sc1ccccn1,-3%,0.0%,-1%,2%,6%,-11%,-6%,0%,-13,-3%,2
O=C(CNC(=O)c1cnccn1)Nc1ccc(F)c(F)c1F,-8%,-0.1%,4%,6%,2%,0%,-9%,-2%,-19,18%,1
Cc1cc(=S)n(-c2ccccc2)n1C,-2%,-0.1%,2%,0%,12%,11%,-1%,1%,9,-7%,2
Clc1ccc(Oc2cnns2)c(Cl)c1,-11%,4.2%,0%,0%,1%,0%,-3%,3%,-6,-8%,1
O=[N+]([O-])c1cc2c(cc1/C=N\NS(=O)(=O)c1ccccc1)OCO2,-1%,-0.2%,0%,2%,-1%,13%,0%,7%,-5,0%,0
